Bioassay records (PubChem BioAssay)
VCAM1 TNFa inh: reduces TNF alpha induced VCAM1 expression in HUVEC; inhibition, % at 2 µM; 0.48% of 95,000 active; AID 802; HUVEC TNFa-induced VCAM-1 immunofluorescence, high-content imaging;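 active = inhibition above the batch mean plus 3 SD, with images confirmed as a hit by eye, cut at about 37% in these data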;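 note: 0% = TNF-stimulated DMSO wells and 100% = unstimulated control wells; not every result past the cut was called active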
PTK2B oligo ant: Pyk2 (human) oligomerization antagonism | Q14289 | Q293 cells, Pyk2 FERM NanoBiT luminescence; hits give low values | z-score (the deposit names both 25 µM and 10 µM) | 0.83% of 99,000 active | AID 1347419;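 active = Z-score of -3 or lower, scaled per plate to the spread of control and sample wells; inactive = z-score above -3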;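 note: negative z-score means lost luminescence so less FERM oligomerization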
Target sequence (Q14289 whole entry, looked up): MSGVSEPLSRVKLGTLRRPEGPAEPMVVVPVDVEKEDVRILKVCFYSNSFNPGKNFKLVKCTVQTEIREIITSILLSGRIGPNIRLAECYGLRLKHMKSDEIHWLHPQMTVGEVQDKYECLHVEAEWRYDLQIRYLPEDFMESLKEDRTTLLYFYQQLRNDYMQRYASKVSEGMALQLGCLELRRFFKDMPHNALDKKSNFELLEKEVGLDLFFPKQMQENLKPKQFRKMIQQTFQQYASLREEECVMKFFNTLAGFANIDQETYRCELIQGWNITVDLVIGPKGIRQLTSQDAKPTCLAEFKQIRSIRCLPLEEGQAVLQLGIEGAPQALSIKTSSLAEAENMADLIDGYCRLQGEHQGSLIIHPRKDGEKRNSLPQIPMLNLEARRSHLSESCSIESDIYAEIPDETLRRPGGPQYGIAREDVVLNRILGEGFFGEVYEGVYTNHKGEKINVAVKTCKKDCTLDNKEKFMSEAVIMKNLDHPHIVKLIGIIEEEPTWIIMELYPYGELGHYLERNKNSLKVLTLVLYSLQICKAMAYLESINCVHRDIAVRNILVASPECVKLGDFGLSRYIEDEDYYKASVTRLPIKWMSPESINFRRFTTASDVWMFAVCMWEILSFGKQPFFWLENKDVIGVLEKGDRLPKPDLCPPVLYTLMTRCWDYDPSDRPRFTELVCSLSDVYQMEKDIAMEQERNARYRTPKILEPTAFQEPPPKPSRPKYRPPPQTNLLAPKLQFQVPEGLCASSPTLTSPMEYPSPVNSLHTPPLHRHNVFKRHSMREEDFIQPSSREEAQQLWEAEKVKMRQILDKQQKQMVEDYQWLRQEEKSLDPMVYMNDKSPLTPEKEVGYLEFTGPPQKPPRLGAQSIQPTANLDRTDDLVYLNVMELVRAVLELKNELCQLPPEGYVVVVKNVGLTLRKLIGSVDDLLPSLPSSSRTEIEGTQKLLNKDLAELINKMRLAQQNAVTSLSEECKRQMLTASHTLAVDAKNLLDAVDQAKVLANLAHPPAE
TNFa cytotox: toxic to HUVEC cells under TNF alpha stimulation. HUVEC TNFalpha-stimulated, Hoechst cell count, imaging. cell count reduction, % at 2 µM. 0.17% of 93,000 active;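 active = cell count reduction exceeding the screen mean by over 5 SD, scaled to untreated wells per plate, cut at about 78% in these data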;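 note: cells counted after 24 h of TNF alpha exposure following the 1 h pretreatment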
HUVEC inhibit: human endothelial cell proliferation inhibition | HUVEC proliferation, CellTiter-Glo luminescence, 72 h; hits give low values | viability, % at 10 µM (by protocol) | 1.1% of 86,000 active | AID 648;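 active = viability at or below 30%; inactive = viability above 30%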;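 note: 100% = median luminescence of DMSO-only cell control wells on each plate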
F-actin modifier: alters cytoskeleton assembly in HUVEC cells; HUVEC TNFa F-actin phalloidin imaging, high content; inhibition, % at 2 µM; 0.18% of 91,000 active;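 active = inhibition above the batch mean plus 3 SD and confirmed as a hit by visual image inspection, cut at about 30% in these data, passing the limit was not always enough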; note: strong numbers were not always called active
Smad3 inh: inhibitors of human Smad3 transcription factor binding; P84022; TR-FRET Smad3/Dy647-FoxH1 peptide binding, europium anti-His; inhibition, % at 25 µM; 0.29% of 88,000 active; AID 630;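 active = compounds that reduce the energy-transfer binding signal between the protein and its labelled peptide by more than half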;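 note: 0% = Smad3 plus labelled peptide maximal FRET and 100% = peptide-only background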
Fibroblast inh: blocks proliferation of human lung fibroblasts; viability, % at 10 µM; AID 719; LL 47 human lung fibroblast viability, ATP luminescence; hits give low values; 1.1% of 85,000 active;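 active = viability at or below 50% in the single dose screen; inactive = viability above 50%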;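 note: compound exposure lasted 72 h before the ATP readout; 100% = median luminescence of untreated cell-only wells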
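Test system: LL 47 human lung fibroblasts; Quantity: 1,150 cells/well; Buffer or medium: IMEM plus 15% FBS; Dosing: tenfold compound dosing solution, DMSO at 0.1%; Timing: overnight cell rest, 72 h compound treatment at 37 °C; Detection: ATP-based CellTiter-Glo luminescent readout; Read-out basis: viability percentage against median untreated-cell control; Controls: cell-only wells, no compound.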
HUVEC tox IL1B: HUVEC cytotoxicity counter-screen, IL-1B stimulated; AID 845; HUVEC cell count loss, Hoechst imaging; cell count reduction, % at 2 µM; 0.41% of 94,000 active;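 active = cell count reduction more than 3 SD above the screen-wide mean, cut at about 70% in these data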;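 note: normalized per plate to untreated control cells as the no-loss baseline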
H69AR inhibit: growth inhibitors of human H69AR lung tumor cells. AID 598. viability, % at 10 µM. H69AR lung tumor viability, ATP luminescence, 72 h; hits give low values. 6% of 85,000 active;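 active = viability at or below 40%; inactive = viability above 40%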;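 note: multidrug resistant small cell line overexpressing MRP-1 efflux transporter; 100% = mean luminescence of untreated control wells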
Numbers without * were called inactive; nt = not tested or not shown; [ ] = another dose, or the depositor's remark. The list is partial; rates above refer to the full screens.

(1) COC(=O)[C@H](Cc1ccccc1)NC(=O)NCc1ccccc1OC
(2) Fc1ccc(COc2ccc(Cl)cc2/C=N/Nc2nc(N3CCCC3)nc(N3CCCC3)n2)cc1
(3) O=C(Nc1cc(Oc2ccccc2)cc([N+](=O)[O-])c1)C12CC3CC(C1)CC(n1cnc(Cl)n1)(C3)C2
(4) CCSc1nnc(NC(=O)c2cc3c(s2)CCCC3)s1
(5) Cc1c(C(=O)NC2CCCc3ccccc32)oc2ccc(S(=O)(=O)N3CCOCC3)cc12 (stereo not drawn)
(6) COc1ccccc1N1CCN(C(CNS(=O)(=O)c2ccccc2)c2cccnc2)CC1 (stereo not drawn)
(7) O=C(CCCCCN1C(=O)c2ccccc2C1=O)Nc1nccs1
(8) O=C(Cn1nc(Cc2cccnc2)c2ccccc2c1=O)NCC1COc2ccccc2O1 (stereo not drawn)
(9) Cc1ccc(C(C(=O)NC2CCCCC2)N(Cc2ccco2)C(=O)C2COc3ccccc3O2)o1 (stereo not drawn)
(10) CCN1CC(C)C(O)(c2ccccc2)CC1C (stereo not drawn)

assay / compound,1,2,3,4,5,6,7,8,9,10
VCAM1 TNFa inh,19.4,-10.9,14.5,nt,22.4,13.8,50.1*,16.1,0.0,17.0
PTK2B oligo ant,-0.36,0.91,-1.1,-0.45,0.05,0.41,0.27,nt,-1.26,-0.13
TNFa cytotox,0.7,4.6,1.2,nt,-33.3,-6.2,69.2,-40.3,-18.4,24.0
HUVEC inhibit,93.8,nt,nt,94.9,68.1,96.6,97.0,86.6,109.6,109.1
F-actin modifier,8.6,-6.0,-29.7,nt,0.5,19.8,-3.8,7.8,2.0,4.4
Smad3 inh,-7.1,nt,nt,6.4,-8.8,-2.0,-3.0,-8.3,4.9,-12.0
Fibroblast inh,97.7,nt,nt,103.9,79.5,93.3,97.5,86.0,101.7,106.7
HUVEC tox IL1B,7.9,18.4,-62.9,nt,-20.0,24.7,-14.6,-3.8,1.0,14.3
H69AR inhibit,84.3,nt,nt,72.4,37.7*,82.5,94.6,82.7,98.2,66.4

Reformatted: entries from further up.
(3) O=C(Nc1cc(Oc2ccccc2)cc([N+](=O)[O-])c1)C12CC3CC(C1)CC(n1cnc(Cl)n1)(C3)C2
  VCAM1 TNFa inh: 14.5 | PTK2B oligo ant: -1.1 | TNFa cytotox: 1.2 | HUVEC inhibit: nt | F-actin modifier: -29.7 | Smad3 inh: nt | Fibroblast inh: nt | HUVEC tox IL1B: -62.9 | H69AR inhibit: nt

(4) CCSc1nnc(NC(=O)c2cc3c(s2)CCCC3)s1
  VCAM1 TNFa inh: nt | PTK2B oligo ant: -0.45 | TNFa cytotox: nt | HUVEC inhibit: 94.9 | F-actin modifier: nt | Smad3 inh: 6.4 | Fibroblast inh: 103.9 | HUVEC tox IL1B: nt | H69AR inhibit: 72.4

(5) Cc1c(C(=O)NC2CCCc3ccccc32)oc2ccc(S(=O)(=O)N3CCOCC3)cc12 (stereo not drawn)
  VCAM1 TNFa inh: 22.4 | PTK2B oligo ant: 0.05 | TNFa cytotox: -33.3 | HUVEC inhibit: 68.1 | F-actin modifier: 0.5 | Smad3 inh: -8.8 | Fibroblast inh: 79.5 | HUVEC tox IL1B: -20.0 | H69AR inhibit: 37.7*

(6) COc1ccccc1N1CCN(C(CNS(=O)(=O)c2ccccc2)c2cccnc2)CC1 (stereo not drawn)
  VCAM1 TNFa inh: 13.8 | PTK2B oligo ant: 0.41 | TNFa cytotox: -6.2 | HUVEC inhibit: 96.6 | F-actin modifier: 19.8 | Smad3 inh: -2.0 | Fibroblast inh: 93.3 | HUVEC tox IL1B: 24.7 | H69AR inhibit: 82.5

(further entries)
(11) c1ccc2c(c1)OC(CCCN1CCCCC1)c1ccccc1S2 (stereo not drawn)
(12) CSCCC(NC(=O)C1CC1)c1nc2ccccc2[nH]1 (stereo not drawn)
(13) CC(=O)CC1(C)OC(N)=C(C#N)C1(C#N)C#N (stereo not drawn)
(14) COC(=O)CSc1nnc(-c2cccc(NC(=O)c3ccc(C)cc3)c2)n1C
(15) Cc1ccc(NCc2ccccc2OCc2ccccc2F)cc1
(16) COC(=O)CC1Oc2ccccc2N(Cc2ccc(C)cc2)C1=O (stereo not drawn)
(17) CCc1ccc(C(C)NC(=O)/C(C#N)=C\c2cn[nH]c2-c2ccccc2)cc1 (stereo not drawn)
(18) CC1CCCN(c2nc3nonc3nc2N2CCCC(C)C2)C1 (stereo not drawn)
(19) Cc1ccc(S(=O)(=O)N(c2cccc(C(F)(F)F)c2)C2C=CS(=O)(=O)C2)cc1 (stereo not drawn)
(20) CCC(C)NS(=O)(=O)c1ccc(OCC(=O)NCc2ccco2)cc1 (stereo not drawn)

assay / compound,11,12,13,14,15,16,17,18,19,20
VCAM1 TNFa inh,13.3,-12.5,-15.0,-4.5,-5.1,nt,-8.3,4.4,nt,0.9
PTK2B oligo ant,0,0.15,1.11,-0.15,-0.78,-1.77,-1.31,-1.25,0.52,-0.11
TNFa cytotox,2.1,-42.0,-10.9,-19.1,-14.8,nt,-15.9,4.6,nt,-0.9
HUVEC inhibit,60.5,98.9,86.7,90.0,nt,97.8,nt,94.9,102.6,100.2
F-actin modifier,4.3,-0.1,-11.2,-16.5,13.4,nt,2.2,-2.9,nt,-8.0
Smad3 inh,-11.6,-0.8,6.7,4.0,nt,-2.1,nt,4.8,4.9,-26.2
Fibroblast inh,85.9,92.1,nt,96.2,nt,99.0,nt,90.7,89.3,100.0
HUVEC tox IL1B,-21.9,8.4,-43.4,-21.2,8.9,nt,-10.8,-3.4,nt,14.4
H69AR inhibit,94.1,101.4,92.3,102.4,nt,81.6,nt,52.4,58.0,96.4

(21) Cc1nc(N2CCN(C(=O)c3ccco3)CC2)c2c3c(sc2n1)CCCC3
(22) COCCOC(=O)c1c(C)n(C)c2ccc(OC(=O)c3ccco3)cc12
(23) CCOC(=O)c1sc2cc([N+](=O)[O-])cc(SCC(=O)OC)c2c1N
(24) O=C(NCCc1ccccc1)NC1CCCCC1
(25) CCN(CC)C(=O)COc1cc(C)cc2oc(=O)cc(-c3ccccc3)c12
(26) O=C(c1ccccc1Cl)N1CCNCC1
(27) Cc1ccc(-n2c(SCC(=O)NCC3CCCO3)nnc2-c2ccoc2C)cc1 (stereo not drawn)
(28) CNC(=O)c1c[nH]n2c(=O)c(Cc3ccccc3F)c(C)nc12
(29) O=C(CCn1cccc1)Nc1nccs1
(30) COCC(=O)Nc1ccc(S(=O)(=O)NCCc2ccccc2)cc1

assay / compound,21,22,23,24,25,26,27,28,29,30
VCAM1 TNFa inh,17.2,-5.2,5.8,-17.6,19.4,6.8,6.9,-2.9,-4.3,-8.4
PTK2B oligo ant,-1.45,0.08,-0.29,0.23,-1.28,0.53,0.2,nt,0.52,1.61
TNFa cytotox,5.0,23.3,-12.9,0.0,12.2,-10.2,-16.5,-51.4,-33.9,-4.8
HUVEC inhibit,97.9,98.0,nt,92.7,98.5,82.0,95.3,77.7,93.1,106.4
F-actin modifier,-8.0,nt,3.2,-1.0,3.0,17.8,37.6,26.1,10.6,-16.2
Smad3 inh,-11.0,-1.1,nt,1.3,3.0,-5.0,-6.1,-2.0,2.4,1.3[fluorescence artefact?]
Fibroblast inh,114.3,99.5,nt,101.7,104.5,92.9,106.7,98.2,96.8,102.1
HUVEC tox IL1B,-1.6,9.3,9.0,-4.8,4.7,-89.7,1.5,-14.9,-10.7,1.6
H69AR inhibit,96.2,90.2,nt,91.9,50.9,110.8,91.2,95.5,86.2,100.5

(31) O=C(CN1CCN(S(=O)(=O)c2ccc(F)cc2)CC1)Nc1ccc(Cl)c(C(F)(F)F)c1
(32) Cn1c(=O)c2c(nc(SCC(=O)NCc3ccc4c(c3)OCO4)n2Cc2ccccc2)n(C)c1=O
(33) COc1ccc(C(=O)CSc2nnc(C3CCCCC3)n2N)c(OC)c1
(34) COC(=O)[C@H](CCSC)NC(=O)N1CCN(Cc2ccccc2)CC1
(35) CCOC(=O)CCC(=O)O[C@H]1[C@H](O[C@@H]2[C@@H](C)[C@H](O[C@H]3C[C@@](C)(OC)[C@@H](O)[C@H](C)O3)[C@@H](C)C(=O)O[C@H](CC)[C@@](C)(O)[C@H](O)[C@@H](C)C(=O)[C@H](C)C[C@@]2(C)O)O[C@H](C)C[C@@H]1N(C)C
(36) CCc1ccc(N(C(=O)Cc2cccs2)C(C(=O)NC2CCCCC2)c2cn(C)nc2C)cc1 (stereo not drawn)
(37) Fc1ccc2c(c1)C(c1ccncc1)=NNC(c1cccnc1)=N2
(38) COc1ccc(-n2cnnc2SCCC#N)cc1
(39) Cc1ccccc1NC(=O)Cc1c(O)c2ccccc2[nH]c1=O
(40) CCOc1ccc(S(=O)(=O)Nc2ccc(S(=O)(=O)N3CCCCC3)cc2)cc1

assay / compound,31,32,33,34,35,36,37,38,39,40
VCAM1 TNFa inh,-11.3,-19.5,nt,5.6,nt,2.3,4.2,-49.2,5.6,-4.6
PTK2B oligo ant,0.04,-0.99,-2.22,0.98,nt,0.75,0.74,-0.07,0.07,-2.98
TNFa cytotox,-19.3,7.5,nt,-15.6,nt,-0.9,-3.3,-11.9,-5.8,-23.4
HUVEC inhibit,70.9,86.5,96.9,88.7,97.0,nt,nt,108.2,nt,93.1
F-actin modifier,-22.7,-9.1,nt,2.2,nt,-7.0,26.8,7.0,-28.5,14.0
Smad3 inh,-0.1[fluorescence artefact?],10.8,1.7,-4.8,5.4,nt,nt,9.8,nt,4.8
Fibroblast inh,87.6,99.7,102.5,93.7,97.1,nt,nt,89.7,nt,103.2
HUVEC tox IL1B,19.7,-141.7,nt,-24.4,nt,13.6,2.1,-43.9,-13.0,nt
H69AR inhibit,9.0*,89.4,74.2,95.7,91.5,nt,nt,91.8,nt,89.2

(41) Cc1cc2cc(CN(Cc3ccco3)C(=O)C3CCCCC3)c(=O)[nH]c2cc1C
(42) CCc1c(C)nc(SCC(=O)c2ccc(C)c(C)c2)[nH]c1=O
(43) CC(C)CN(CC(C)C)C(=O)Cc1coc2ccc3ccccc3c12
(44) CS(=O)c1nc(-c2ccc(Br)cc2)cc(-c2ccccc2)c1C#N (stereo not drawn)
(45) COc1ccc(-c2nc3c(n2O)CCCC3=O)cc1OC
(46) CCOC(=O)c1c(C)n(C)c2ccc(OC)c(NC(=O)CCN3CCSCC3)c12
(47) COC(=O)C1C2C=CC3(CN(Cc4cccs4)C(=O)C13)O2 (stereo not drawn)
(48) CN1C(=O)CSc2ccc(NC(=O)Nc3ccccn3)cc21

assay / compound,41,42,43,44,45,46,47,48
VCAM1 TNFa inh,-4.4,-5.6,13.1,nt,-7.6,-3.7,16.0,19.6
PTK2B oligo ant,0.16,-0.73,-0.61,-2.69,-0.67,-0.08,0.41,-2.38
TNFa cytotox,-19.4,42.6,1.2,nt,-34.2,-2.8,-31.7,-15.0
HUVEC inhibit,88.0,85.2,99.4,9.9*,99.1,85.1,103.4,99.5
F-actin modifier,18.9,16.8,-7.7,nt,0.3,-8.9,-5.4,3.7
Smad3 inh,5.1[fluorescence artefact?],4.7,-4.7,-10.3,9.4,6.3,10.8,1.1
Fibroblast inh,78.4,95.5,95.5,6.6*,102.1,99.1,104.7,100.7
HUVEC tox IL1B,8.0,6.7,-5.1,nt,-9.6,7.3,-23.0,52.6
H69AR inhibit,15.8*,108.1,79.2,1.5*,87.1,88.7,96.7,77.1
